Rab9 promoter act – qHTS Assay for Rab9 Promoter Activators | Potency, µM (doses to about 9.22 µM), for the others: top-dose activation, negative = inhibition, actives largely listed as activators | Huh7 Rab9 promoter-luciferase reporter, luminescence, 24 h | hit rate 2.8% among 320,000; further: % of control where 0% means no effect; nearly all actives have a fitted effect of over 60% in size
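Rab9 promoter-driven luciferase in stably transfected Huh7 cells; 1500 cells/well rested 2 h, exposed to compound in DMSO for 24 h at 37 °C, 5% CO2. Luminescence read 10 min after adding luciferase reagent at ambient temperature.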
MBNL1-CUG inh – qHTS Assay for Inhibitors of MBNL1-poly(CUG) RNA binding | Muscleblind-like protein 1 (Homo sapiens), Q9NR56 | TR-FRET MBNL1-His/biotin-(CUG)12 binding, 665/545 ratio | Potency, µM (series often up to 57.5 µM), inactives show at the top dose activity change, negative = inhibition, usual class: inhibitors | hit rate 0.036% among 280,000 | AID 2675, 2010; active means well fitted inhibition curve with a large enough effect in the signal ratio, with a control signal flat, not every such curve was filed as active; inconclusive means small, poorly fitted or top-dose-only effect, or effect the other way, or a change in a side signal; inactive means no such curve, though single readings can be large or run the other way; the % refers to the signal ratio; further: on the % scale 0 is the no-effect control and ±100 the full control effect
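His-tagged MBNL1 binding to biotinylated (CUG)12 RNA was measured by TR-FRET using terbium anti-His antibody (0.055 ng/ul final) and streptavidin-XL665 (5 nM final). Compounds were titrated 92 nM to 58 uM; 60 min at room temperature.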
NPC1 promoter act – qHTS Assay for NPC1 Promoter Activators. Huh7 NPC1 promoter luciferase reporter, 24 h. Potency, µM (doses to about 9.22 µM), for the others: at the highest dose activation, most hits filed as activators. hit rate 2.4% among 320,000. AID 485313, 2010;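 further: % of control where 0% means no effect; nearly all actives have a fitted effect of over 60% in size; reporter is driven by a mutant NPC1 promoter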
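Luciferase expression driven by the NPC1 promoter was measured in stably transfected Huh7 cells after a 24 h compound incubation, using a luciferase reagent and a luminescence read.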
RORg inh – qHTS for inhibitors of ROR gamma transcriptional activity. Nuclear receptor ROR-gamma (Mus musculus), P51450. Drosophila S2 Gal4-RORgamma UAS-luciferase reporter, 20 h. Potency, µM (titrated, usually from 53.6 µM), inactives show at the top dose activity change, negative = inhibition, most hits filed as inhibitors. hit rate 5.4% among 310,000. AID 2551, 2010; further: on the % scale 0 is the no-effect control and ±100 the full control effect; nearly all actives have a fitted effect of over 60% in size
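Luminescence from a UAS-regulated Photinus luciferase reporter in stably transfected Drosophila Schneider cells is measured; decreased signal marks ROR gamma inhibition. Fusion expression is induced by 700 uM copper sulfate for 20 hr.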
MLL CXXC-DNA inh – qHTS Fluorescence Polarization Assay for Inhibitors of MLL CXXC domain - DNA interaction | hit rate 0.037% among 290,000 | Histone-lysine N-methyltransferase 2A (Homo sapiens), Q03164 | MLL-CXXC / FITC-HOXA9 DNA fluorescence polarization | Potency, µM (highest dose often 115 µM), for inactives: at the top dose activity change, negative = inhibition, actives largely listed as inhibitors; active means well fitted inhibition curve with a large enough effect in the polarisation, with a control signal flat, not every such curve was filed as active; inconclusive means small, poorly fitted or top-dose-only effect, or effect the other way, or a change in a side signal; inactive means no such curve, though single readings can be large or run the other way; the % refers to the polarisation
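Purified MLL-CXXC (added from a 7 uM solution) was preincubated 5 min at ambient with pinned compounds in 50 mM Tris-HCl pH 7.5, 50 mM NaCl, 1 mM DTT, 0.05% BSA. Fluorescein-labeled HOX-A9 DNA (50 nM solution) followed, 30 min, then polarization read.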
uPA surface inh – qHTS for Inhibitors of Cell Surface uPA Generation. cell surface uPA generation assay, qHTS. Potency, µM (highest dose often 38.3 µM), without a hit: at the highest dose activity change, negative = inhibition, most hits filed as inhibitors. hit rate 0.31% among 330,000; active means well fitted inhibition curve with a large enough effect; inconclusive means small, poorly fitted or top-dose-only effect; inactive means no such curve, though single readings can be large or run the other way; tested in mouse RAW 264.7 cells; further: on the % scale 0 is the no-effect control and ±100 the full control effect; nearly all actives have a fitted effect of over 55% in size
p53 reactivator – qHTS assay for re-activators of p53 using a Luc reporter. H1299 p53-A138V BP100-luciferase reporter, luminescence, 24 h. Potency, µM (highest dose often 92.2 µM), for inactives: top-dose activity change, positive = activation, hits mostly activators. hit rate 0.063% among 320,000; further: % of control where 0% means no effect; nearly all actives have a fitted effect of over 45% in size
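p53-null H1299 cells stably carrying temperature-sensitive p53-A138V and a BP100-luciferase reporter were pinned with compounds (4-point, 1:5 series) and held 24 hrs at 37 deg C. Luminescence was read 10 min after detection reagent.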
VP16 counter – VP16 counterscreen qHTS for inhibitors of ROR gamma transcriptional activity | AID 2546, 2010 | Potency, µM (titrated, usually from 53.6 µM), for the others: at the top dose activity, negative = inhibition, usual class: inhibitors | Drosophila S2 Gal4-VP16 UAS-luciferase, luminescence, 20 h | hit rate 3.5% among 310,000;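 further: Gal4-VP16 expression switched on by copper sulfate through the metallothionein promoter; on the % scale 0 is the no-effect control and ±100 the full control effect; nearly all actives have a fitted effect of over 50% in size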
FLuc counter – qHTS profiling assay for firefly luciferase inhibitor/activator using purifed enzyme and Km concentrations of substrates (counterscreen for miR-21 project). Luciferin 4-monooxygenase (Photinus pyralis), P08659. purified FLuc, Km substrates, luminescence inhibition. Potency, µM (highest dose often 57.5 µM), for the others: top-dose activity change, negative = inhibition, usual class: inhibitors. hit rate 6.9% among 360,000. AID 588342, 2011;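 further: plate controls were vehicle for no effect and reference inhibitor for full effect; nearly all actives have a fitted effect of over 55% in size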
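Purified P. pyralis luciferase, 10 nM final, with Km-level 10 uM D-luciferin and 10 uM ATP in 50 mM Tris acetate pH 7.5, 10 mM Mg acetate, 0.01% Tween-20, 0.05% BSA; 6-point qHTS titration about 60 µM downward; luminescence read.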
BRCA1 expr up – qHTS Assay to Identify Small Molecule Activators of BRCA1 Expression | hit rate 1.1% among 380,000 | MCF7-BRCA1-FFLuc reporter, luminescence, 48 h; response scale: scaled: vehicle 0%, 10 µM genistein 100% | Potency, µM (highest dose often 46.1 µM), inactives show at the top dose activation, actives largely listed as activators | AID 624202, 2012; further: nearly all actives have a fitted effect of over 80% in size; some results filed as inactive show a strong effect at the top dose
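Reporter cells (MCF7, BRCA1 promoter-firefly luciferase) received library compounds across a concentration series for 48 h. End-point luminescence was measured and concentration-effect curves derived after normalization.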
ELG1 genotoxic – qHTS screen for small molecules that induce genotoxicity in human embryonic kidney (HEK293T) cells expressing luciferase-tagged ELG1; HEK293T ELG1-luciferase reporter, luminescence, 16 h; Potency, µM (doses to about 46 µM), inactives show at the highest dose activity change, positive = activation, actives largely listed as activators; hit rate 1.3% among 330,000; AID 504466, 2011; further: % of control where 0% means no effect; nearly all actives have a fitted effect of over 60% in size
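After overnight (16 hr) compound treatment at 37 °C, ELG1-luciferase HEK293T cells were lysed with ONE-Glo; luminescence quantified 30 min later at room temperature.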
Starred values were filed as active, the others as inactive; ? = inconclusive; · = not tested or not shown; & = joins results of further samples; [ ] = another dose, or the depositor's remark. Unless noted, the call rests on the fitted dose curve; in most records, active means well fitted curve in the direction sought with a large enough effect; inconclusive means small, poorly fitted or top-dose-only effect, or another doubt; inactive means no such curve, though single readings can be large; an effect the other way counts as inactive or inconclusive. Potency means the concentration at half of the fitted maximal effect. This is a subset. The share of hits here may be higher or lower than overall.

structure,Rab9 promoter act,MBNL1-CUG inh,NPC1 promoter act,RORg inh,MLL CXXC-DNA inh,uPA surface inh,p53 reactivator,VP16 counter,FLuc counter,BRCA1 expr up,ELG1 genotoxic
CSc1sc(C(=O)NCC2CC2)cc1S(=O)(=O)C(C)C,0%,17%,-1%,19%,5%,-3%,-1%,3%,-1%,-12%,1%
Cc1cccc(-n2ncc3c(NCc4ccccn4)ncnc32)c1,?,5%,19%,24%,9%,-14%,?,-11%,?,?,19%
CCN(CC)S(=O)(=O)c1ccc(C(=O)Nc2ccc3c(c2)OCCO3)cc1,5%,-1%,9%,-10%,-3%,·,3%,-3%,?,10%,2%
Cc1ccc(S(=O)(=O)Nc2ncnc3ccccc23)cc1,3%,2%,-3%,33%,-3%,0%,18%,-18%,-5%,-13%,7%
Cc1ccc(C(=O)Nc2cc(Cl)ccc2-n2cncn2)s1,-1%,·,9%,·,·,-9%,-5%,·,-1%,-15%,-7%
CCN(CC(=O)Nc1cccc(Br)c1)Cc1nc2ccccc2c(=O)[nH]1,-9%,-4%,-2%,4µM*,2%,4%,11%,7.1µM*,-4%,-2%,-2%
CC1(C)Cc2c(sc(NC(=O)c3ccco3)c2C#N)C(C)(C)N1,-2%,5%,0%,-26%,15%,0%,-1%,3%,2%,-17%,?
O=C(COc1ccc(F)cc1Br)N1CCN(S(=O)(=O)/C=C/c2ccccc2)CC1,-5%,0%,-1%,17%,16%,-4%,9%,4%,-3%,-36%,-4%
CCCN(CC1CCCO1)C(=O)c1cc(COc2cccc(OC)c2)on1 (stereo not given),14%,-1%,?,2%,4%,0%,8%,?,-15%,28%,-4%
COc1cc(C(C)=O)ccc1O,-9%,·,0%,·,·,7%,0%,·,0%,3%,-3%
CN(C)C(=O)Nc1cnc2ccccc2c1,3%,-1%,-1%,38%,5%,3%,26%,-1%,-14%,39%,6%
C=CCNC(=O)NC(=O)COC(=O)c1cccnc1SC,5%,-8%,0%,22%,0%,-8%,7%,4%,-2%,-1%,8%
C/C(CCC(=O)O)=N/Nc1ccc([N+](=O)[O-])cc1[N+](=O)[O-],-3%,·,1%,-1%[10 µM],7%,-3%,-4%,5%,-1%,12%,0%
CN(C)c1ccc(NC(=O)c2ccc3nc[nH]c3c2)cc1,?,-1%,?,-5%,?,16%,?,-3%,13µM*,13µM*,?
O=C(Cn1nnc(-c2ccccc2F)n1)NCCc1ccccc1,-9%,0%,-4%,26%,7%,-7%,-2%,10%,0%,0%,0%

Other entries:
structure,Rab9 promoter act,MBNL1-CUG inh,NPC1 promoter act,RORg inh,MLL CXXC-DNA inh,uPA surface inh,p53 reactivator,VP16 counter,FLuc counter,BRCA1 expr up,ELG1 genotoxic
COC1CCN(C(=O)c2ccc(OC3CCN(Cc4ccccn4)CC3)cc2)CC1,0%,-11%,-3%,19%,9%,0%,3%,-9%,3%,2%,3%
CC(=O)c1cccc(NC(=O)C(C)OC(=O)c2cc(=O)[nH]c3ccccc23)c1 (stereo not given),-7%,·,-2%,·,·,-1%,-4%,·,-1%,3%,1%
CN1CCN(S(=O)(=O)c2cccc(C(=O)N3CCN(c4ccccc4F)CC3)c2)CC1,-2%,·,-3%,·,·,8%,-3%,·,1%,-4%,0%
CCSc1ccccc1C(=O)N1CCN(c2ccc([N+](=O)[O-])cc2)CC1,-14%,?,-11%,?,0%,-15%,-3%,-9%,-4%,-29%,6%
Cc1ccccc1-c1nc(CS(=O)CC(=O)NC(C)CCc2ccccc2)c(C)o1 (stereo not given),-2%,0%,7%,32%,41%[activator],-12%,4%,7%,-2%,0%,-3%
O=C(c1ccc(Cl)c(S(=O)(=O)N2CCCCC2)c1)N1CCCCCC1,2%,-2%,-4%,4%,6%,0%,-3%,-13%,0%,-28%,0%
C=CCn1c(-c2ccc(S(=O)(=O)N3CCOCC3)cc2)csc1=Nc1ccccc1,-8%,4%,-9%,-7%,0%,-6%,3%,14µM*,3%,-40%,-11%
CN1CCN(c2ccccc2NC(=O)COc2ccc(Cl)cc2)CC1,-1%,1%,-4%,21%,4%,-1%,0%,-9%,6%,-12%,-16%
COc1ccc2cc([C@H](C)C(=O)N(C)Cc3ccccc3N3CCCC3)ccc2c1,3%,2%,-1%,?,-12%,4%,4%,-2%,2%,-71%,-1%
O=S(=O)(Nc1ccccn1)c1ccc(Oc2ccccc2)cc1,1%,-11%,-2%,16%,-4%,-1%,-8%,4%,2%,-7%,-2%
Cc1nc(SCC(=O)NC(C)(C#N)C2CC2)c2c(-c3cccs3)csc2n1 (stereo not given),-6%,-3%,-2%,?,-1%,-7%,-11%,?,-9%,-22%,-2%
C(=N/N1CCN(c2ccccc2)CC1)/c1cccs1,?,14%,27%,?,-4%,·,?,12%[0.365 µM],?,?,15µM*
COc1ccc(/C=C2/SC(=S)N(CCCC(=O)Nc3cccc(O)c3)C2=O)cc1,-7%,?,-4%,0.32µM*,6%,-3%,?,2.5µM*,13µM*,-86%,6%
COc1ccccc1NC(=O)N(Cc1ccco1)Cc1cc2cc(C)cc(C)c2[nH]c1=O,2%,-15%,-2%,?,0%,-10%,-6%,1%,-27%,-64%,-4%
CCc1nc2ccc(C(=O)N3CCN(c4cc(C)ccc4C)CC3)cc2nc1CC,2%,-2%,1%,13%,6%,6%,3%,-3%,4%&-8%,-33%,-2%

(cont.)
structure,Rab9 promoter act,MBNL1-CUG inh,NPC1 promoter act,RORg inh,MLL CXXC-DNA inh,uPA surface inh,p53 reactivator,VP16 counter,FLuc counter,BRCA1 expr up,ELG1 genotoxic
Cc1cccc(NC(=O)CSc2ccc(-c3ccccn3)nn2)c1C,3%,-3%,1%,-28%,-4%,-1%,6%,-12%,-13%,-3%,-1%
CC(=O)Nc1ccc(SCCN2CC[C@@H](C(C)(C)C)CCC2=O)cc1,?,·,27%,·,·,?,?,·,1%,-17%,1%
CCSc1nnc(NC(=O)c2cccc(S(=O)(=O)N(C)c3ccccc3)c2)s1,-2%,4%,5%,-22%,-2%,2%,0%,-2%,-2%,-11%,2%
CC(C(=O)N1CCN(C2c3ccccc3-c3ccccc32)CC1)N1C(=O)c2ccccc2C1=O (stereo not given),-3%,?,-1%,30%,1%,1%,-8%,-28%,2%,-3%,-3%
Cc1ccc(-c2nc(NC(=O)CSc3nnc(C)s3)ns2)cc1,-7%,16%,8%,-13%,-2%,-18%,18%,0%,19µM*,103%,3%
Cc1nn(Cc2ccc(Cl)cc2)c(=O)n1N(C)c1ncc(C(F)(F)F)cc1Cl,-2%,-7%,-2%,29%,0%,-2%,-7%,15%,-1%,-20%,-13%
CSCCC(NC(=O)c1ccco1)C(=O)NC1CCCCCC1 (stereo not given),-3%,·,0%,·,·,3%,-1%,·,1%,22%,8%
Cc1cccc(C(=O)NNC(=O)c2n[nH]c(=O)c3ccccc23)c1C,15%,·,1%,·,·,-5%,?,·,?,0%,2%
CCC(C)NC(=O)Cn1c(=O)n(CCCCCC(=O)Nc2ccccc2)c(=O)c2sccc21 (stereo not given),-1%,·,5%,14%,8%,0%,4%,?,4%&-9%,28%,7%
Cc1cc(C)c(NC(=O)CN2CCCCCC2)c(C)c1,28%,-21%,19%,-3%,14%,1%,9%,-16%,?,87%,20%
Cc1ccc(S(=O)(=O)N2CCOC23CCN(C(=O)c2ccc(Cl)cc2Cl)CC3)cc1,0%,3%,-1%,32%,3%,7%,-6%,0%,2%,-38%,-8%
CCSc1ncc(Cl)c(C(=O)Nc2ccc(S(N)(=O)=O)cc2)n1,-6%,?,1%,11%,19%,-3%,-8%,7%,0%,-36%,4%
CC(C)[C@H](NC(=O)C1CCN(S(=O)(=O)c2ccccc2)CC1)C(=O)NCc1ccc(F)cc1,7%,0%,-2%,-3%,12%,0%,-6%,2%,2%,6%,-7%

From PubChem BioAssay
